TCR CD3 inh = human TCR-CD3 binding inhibition | TAMRA-labeled TCR probe fluorescence, biochemical | inhibition, % at 9.4 µM | 0.37% of 360,000 active | AID 651800; in the data active = inhibition above about 19%;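 note: recombinant mutant TCR 2C K166C tagged with TAMRA read by polarization; 0% = receptor in buffer alone and 100% = receptor with positive control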
MBD2 DNA inh = inhibitors of human MBD2 binding to methylated oligonucleotide. Q9UBB5. TR-FRET. inhibition, % at 4.4 µM. 0.31% of 370,000 active; in the data active = inhibition above about 13%
KLK7 zymogen act = activates the human kallikrein-7 zymogen; AID 652039; P49862; purified proKLK7, EDANS-DABCYL substrate fluorescence; 100% is mature enzyme control, 0% vehicle; activation, % at 7 µM; 0.9% of 370,000 active;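 active = activation above the mean of all tested compounds plus 3 SD, computed per campaign excluding outliers beyond control limits, cut at about 13% in these data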
Target sequence (P49862 whole entry, looked up): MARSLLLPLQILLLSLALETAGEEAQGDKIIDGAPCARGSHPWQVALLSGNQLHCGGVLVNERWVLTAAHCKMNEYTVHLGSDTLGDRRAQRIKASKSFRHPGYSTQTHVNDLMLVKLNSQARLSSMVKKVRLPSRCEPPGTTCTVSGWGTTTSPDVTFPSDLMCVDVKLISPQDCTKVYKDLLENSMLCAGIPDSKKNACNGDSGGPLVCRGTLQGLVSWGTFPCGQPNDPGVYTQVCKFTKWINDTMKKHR
DDE Tn6 FP inh = inhibitors of Tn6 peptide binding to human fibrin DD(E); Fibrin DD(E) TRITC-Tn6 fluorescence polarization displacement; 0.21% of 370,000 active; inhibition, % at 8.3 µM; P02675;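 active = inhibition above a per-campaign cutoff: mean of compounds within control limits plus 3 SD, cut at about 15% in these data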;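 note: 0% = median of all compound wells on the plate and 100% = blocking peptide control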
TDP2 inh = blocks human TDP2 phosphodiesterase activity. O95551. 0.34% of 370,000 active. inhibition, % at 12.8 µM. AID 720702. recombinant TDP2, T5PNP hydrolysis, p-nitrophenol absorbance 415 nm;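 active = inhibition above the mean of all tested compounds plus 3 SD, set per campaign, cut at about 25% in these data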;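 note: 0% = DMSO with enzyme and 100% = buffer with substrate but no TDP2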
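Evaluation: % inhibition relative to enzyme-containing and enzyme-free wells. Material: recombinant human TDP2. Benchmarks: enzyme-free and DMSO wells. Timing: enzyme reaction with compound for 2 h at 37 °C. Compound dosing: 12.8 µM only. Measured by: p-Nitrophenol epi absorbance. Reagent: T5PNP substrate at 5 mM, a TopII-DNA adduct mimic. Replication: single well per compound.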
PRMT1 inh = inhibitors of human PRMT1; Q99873; recombinant PRMT1, activity-based probe fluorescence polarization; inhibition, % at 2.79 µM; 1.3% of 370,000 active;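 active = inhibition above about 21% made by adding two undisclosed values, limit read from the data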
SIAE primary = inhibitors of human sialic acid acetylesterase SIAE; Q9HAT2; inhibition, % at 9.66 µM; SIAE FP-Rh probe binding, fluorescence polarization; AID 1053197; 0.69% of 370,000 active;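 active = inhibition above a cutoff: mean of compounds within the control limits plus 3 SD of those, cut at about 17% in these data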;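 note: 0% = plate median of compound wells and 100% = probe without SIAE protein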
Tn7 DDE FP = disrupts Tn7 cyclic peptide binding to fibrin D-Dimer-E complex. P02675. FP displacement of FITC-Tn7 peptide from fibrin DD(E); 0% = median of compound wells per plate. inhibition, % at 8.3 µM. 0.13% of 370,000 active. AID 720508;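 active = inhibition above the mean of compounds falling within the control limits plus 3 SD of them, cut at about 14% in these data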;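 note: 0% = plate median of compound wells and 100% = 10 µM Aha-Tn7 peptide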
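Assay system: human fibrin DD(E) protein / Input: 2 µM fibrin DD(E) / Benchmarks: high control of 10 µM Aha-Tn7 peptide / Measured by: fluorescence polarization of the labelled Tn7 tracer / Medium: Tris buffer with calcium and detergent, pH 7.8 / Timing: 10 min compound pre-incubation, 3 h probe incubation at room temperature / Repeats: one replicate per compound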
LEDGF integ inh = blocks HIV-1 LEDGF/p75-dependent DNA integration; inhibition, % at 3.7 µM; TR-FRET IN-LEDGF/p75 DNA integration, Eu/Cy5; 0.64% of 370,000 active;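 active = inhibition above the screen-wide mean plus 3 SD, cut at about 13% in these data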;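 note: signal is the Cy5 over europium emission ratio at 671 and 618 nm; 0% = plate median of compound wells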
UHRF1 binding = UHRF1 methyl-DNA binding inhibition | Q96T88 | UHRF1 binding to methylated oligo, TR-FRET | inhibition, % at 4.4 µM | 0.75% of 370,000 active; in the data active = inhibition above about 21%;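 note: UHRF1 SRA domain binding a hemimethylated CpG hairpin DNA probe; 0% = median of test compound wells and 100% = reference inhibitor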
Target sequence (Q96T88 whole entry, looked up, the tested form may be a part): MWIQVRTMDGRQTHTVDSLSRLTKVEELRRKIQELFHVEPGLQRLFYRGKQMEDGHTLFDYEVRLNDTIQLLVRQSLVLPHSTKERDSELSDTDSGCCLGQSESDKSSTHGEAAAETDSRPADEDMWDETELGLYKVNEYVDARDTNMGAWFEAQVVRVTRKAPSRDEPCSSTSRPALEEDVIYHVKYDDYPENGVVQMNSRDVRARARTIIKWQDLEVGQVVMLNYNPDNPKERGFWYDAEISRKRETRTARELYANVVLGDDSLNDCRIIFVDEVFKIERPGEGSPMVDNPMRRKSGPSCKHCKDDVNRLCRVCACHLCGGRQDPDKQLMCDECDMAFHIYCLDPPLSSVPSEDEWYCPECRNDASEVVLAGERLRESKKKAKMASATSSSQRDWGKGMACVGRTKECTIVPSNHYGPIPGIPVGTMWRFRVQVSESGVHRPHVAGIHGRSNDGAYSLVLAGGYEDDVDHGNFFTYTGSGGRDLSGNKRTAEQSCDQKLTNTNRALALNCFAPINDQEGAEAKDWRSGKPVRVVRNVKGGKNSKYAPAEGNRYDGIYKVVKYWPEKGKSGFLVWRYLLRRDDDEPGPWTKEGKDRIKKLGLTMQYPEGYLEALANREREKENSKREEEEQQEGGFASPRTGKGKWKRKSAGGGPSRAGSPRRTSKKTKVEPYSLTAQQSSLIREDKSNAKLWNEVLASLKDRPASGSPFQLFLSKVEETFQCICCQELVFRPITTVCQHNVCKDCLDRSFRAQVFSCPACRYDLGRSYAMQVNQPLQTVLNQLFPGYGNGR
Active calls of the source: *. Rows are unselected (roughly 4.6% active in at least one column).

TCR CD3 inh,MBD2 DNA inh,KLK7 zymogen act,DDE Tn6 FP inh,TDP2 inh,PRMT1 inh,SIAE primary,Tn7 DDE FP,LEDGF integ inh,UHRF1 binding,smiles
-4.2,8.8,-0.1,-5.3,-11.0,7.4,-2.9,0.3,-2.2,4.2,COc1cc(C(=O)OCC(=O)N(CC(C)C)C2CCS(=O)(=O)C2)ccc1OCC(C)C (configuration not stated)
-9.5,-0.2,-0.3,-17.1,4.5,-0.5,20.2*,0.0,-2.9,-4.7,COc1ccc(Nc2nnc(SC(C(=O)Nc3ccc(OC)c(Cl)c3)c3ccccc3)s2)cc1 (configuration not stated)
-0.7,2.2,0.2,-4.2,-2.0,3.1,-0.6,3.1,-2.0,5.4,Nc1nonc1C(=O)N1CCCC1
3.2,0.4,0.2,6.7,-2.4,-6.7,3.8,-5.0,1.2,3.6,COC(=O)C(CC(=O)c1ccccc1)CC(=O)c1ccccc1
1.0,-0.3,1.1,3.8,-4.0,-1.6,-2.4,-7.5,1.4,-1.2,CCOC(=O)C1(S(=O)(=O)c2ccc(Cl)cc2)CCN(Cc2ccc(C)cc2)CC1
-4.5,-5.1,-0.4,-0.3,-9.2,-2.0,-1.5,-1.7,4.3,0.1,CCOc1ccccc1N1CC(C(=O)Nc2cc(S(C)(=O)=O)ccc2Cl)CC1=O (configuration not stated)
-3.9,1.9,-0.8,-7.1,5.8,-0.6,-0.1,-5.8,-3.1,0.7,COc1cccc(-c2nc(N3CCCC3)c3ccccc3n2)c1O
7.1,-2.8,0.3,-1.0,4.0,3.3,-5.7,-4.9,3.2,-1.1,Cc1cccc(NC(=O)Cn2cnc3c(cnn3-c3ccc(F)cc3)c2=O)c1C
3.9,0.7,0.0,1.2,9.9,0.9,9.0,0.6,-3.6,-1.2,Cc1ccc(N2CCN(/N=C/c3ccccc3[N+](=O)[O-])CC2)cc1
-4.1,3.5,0.6,0.8,-7.6,9.9,-1.2,2.8,0.0,7.9,CC(C)CNS(=O)(=O)c1ccc(S(=O)(=O)N2CCN(CCC#N)CC2)cc1
6.5,1.1,-0.4,5.8,-8.5,1.5,-3.1,1.6,-2.3,1.2,CC(C)N(CCO)C(=O)C(c1ccccc1)c1ccccc1
-1.6,-3.2,0.1,-1.0,-2.4,-1.6,1.2,0.1,1.2,1.4,Cc1cc(NC(=O)CCN2CCN(CCO)CC2)ccc1Br
-0.7,2.3,-0.3,-3.7,2.8,1.9,3.4,-1.0,-2.5,0.3,COC(=O)[C@@]1(C(C)C)N=C(c2cc(OC)c(OC)c(OC)c2)[C@]2(O1)C(=O)N(C)c1ccc(Br)cc12
10.4,0.7,-0.7,-2.9,15.0,-6.2,7.0,-4.3,-2.9,-3.5,Cc1cc(C)cc(C(=O)NC(=S)Nc2cccnc2)c1
-6.8,-1.0,-0.3,0.7,5.4,0.2,1.2,5.9,0.0,-3.1,CC1CCN(C(=O)c2cc3ccccc3o2)CC1
1.8,4.0,0.0,1.3,-2.4,-2.1,0.3,0.4,-2.2,7.5,COc1ccc(-n2c(SCC(=O)Nc3nccs3)nnc2-c2ccoc2C)cc1
5.7,0.5,-0.1,0.0,2.3,-0.1,0.7,-3.2,-4.9,-0.3,CN1CCN(S(=O)(=O)c2ccc(Br)c3nsnc23)CC1
-0.6,-3.9,-2.4,-2.2,17.9,34.9*,12.5,-5.0,5.5,3.8,COc1cc(CNc2ccc3[nH]c(=O)[nH]c3c2)ccc1OCc1ccc(C)cc1
2.5,-6.7,0.5,-4.6,7.4,-1.9,4.8,0.3,2.8,-1.5,Cc1ccc(N2CCN(/N=C/C(Cl)=C/c3ccccc3)CC2)cc1
-6.4,-3.3,0.0,5.4,5.6,2.2,-8.1,-7.0,0.1,-1.0,Cc1nc2ccccn2c1C(=O)Nc1ccc(Cl)cc1
-1.1,-2.6,-0.7,9.8,11.0,-0.8,3.0,-9.5,1.0,-4.0,COc1cc(OC)cc(C(=O)N[C@H](C(=O)NCc2ccco2)C(C)C)c1
-2.0,-6.7,0.3,2.8,-10.3,-1.3,9.0,2.5,0.3,-0.7,CCCCC#Cc1ccccc1COC[B-](F)(F)F
2.2,0.9,-1.0,1.2,-1.8,-2.4,5.9,5.8,0.7,0.4,Cc1ccccc1-c1nc(CN2CCC(C(=O)NCCCN3CCCC3)CC2)c(C)o1
-9.3,-1.1,0.8,2.7,4.2,7.7,2.6,-3.1,-6.1,1.6,CC(=O)Nc1ccc(S(=O)(=O)N2CCN(C(=O)c3ncoc3-c3ccc(C)cc3)CC2)cc1
1.5,-1.1,0.1,0.6,10.9,1.7,3.5,4.5,-1.8,-1.4,CCCn1c(=O)[nH]c(=O)c2c1nc(-c1ccc(OC(F)F)cc1)n2CCN1CCOCC1
-7.7,-4.1,-0.4,4.5,-5.3,1.2,-2.9,0.4,-5.6,1.2,COc1ccc(NC(=O)Cn2nnc3ccccc32)c([N+](=O)[O-])c1
-1.4,3.1,-0.1,-4.8,-2.7,1.4,-5.1,-7.4,0.3,0.8,N#C/C(=C1\CCCN1)c1nc2ccccc2c(=O)[nH]1
4.4,2.4,0.3,0.8,-6.7,7.4,3.2,-1.1,-0.5,-1.0,Nc1cccc(C(=O)OCC(=O)Nc2cccc3c2C(=O)c2ccccc2C3=O)c1
-6.7,3.4,0.1,5.8,-9.3,2.1,-3.3,-2.1,-5.7,1.5,O=C(Nn1cnc2ccccc2c1=O)c1c(F)cccc1F
-8.2,6.2,0.2,-2.2,9.7,7.5,4.2,-0.3,-5.1,0.4,O=C1CCCCC/C1=N/Nc1ccc(OCc2ccccc2)cc1
-4.3,4.8,0.1,1.8,-10.1,5.3,0.5,2.3,-0.9,2.2,COc1ccc(NC(=O)C(CC(C)C)NC(=O)C2CCC(C)CC2)c(OC)c1 (configuration not stated)
3.1,5.7,-46.5,1.8,-0.9,2.5,3.4,1.4,1.0,19.3,COc1cc2nc(N(C)C)nc(N)c2cc1OC
0.2,-2.5,2.2,-0.6,-1.7,1.1,-1.3,-0.1,-3.4,0.9,COc1cc(/C=C/C(=O)N(C)CC(=O)Nc2ccccc2SC)cc(OC)c1OC
-2.2,1.9,0.1,-3.9,-14.1,-1.5,-3.1,-0.1,5.6,0.8,Nc1c(-c2n[nH]c(=S)n2-c2ccc(Cl)cc2Cl)cnn1-c1ccccc1
-3.5,-1.9,0.9,2.3,2.1,-0.8,-2.5,-5.0,2.8,-0.8,Cc1cccc(OCC(=O)N2CCN(C(=O)c3ccc([N+](=O)[O-])cc3)CC2)c1
2.9,0.9,-0.1,1.7,6.9,2.9,3.0,-5.9,0.9,4.2,O=C1OCC(CC2=C(O)C(=O)OC2)=C1O
7.8,0.9,-0.6,4.7,-5.2,-2.0,-4.3,-3.9,-5.5,1.4,COc1ccc(CCNC(=O)CN2C(=O)NC3(CCCCC3C)C2=O)cc1 (configuration not stated)
-7.4,8.0,-0.3,-1.8,-1.4,2.9,-4.8,-2.4,1.1,-2.1,COc1ccc(C)cc1NC(=O)C(=O)NNC(=O)c1ccco1
5.6,-12.5,0.2,1.2,-7.3,-2.9,-3.1,-1.7,1.6,-9.5,CC1CC(C)CN(c2ccc([N+](=O)[O-])nc2)C1 (configuration not stated)
-0.1,4.2,-0.6,-4.1,-16.0,2.6,-2.0,3.3,0.0,-2.9,O=C(CSc1nc2ncccc2[nH]1)NC1CCCCC1

Reformatted with tabs: entries from further up.
molecule	TCR CD3 inh	MBD2 DNA inh	KLK7 zymogen act	DDE Tn6 FP inh	TDP2 inh	PRMT1 inh	SIAE primary	Tn7 DDE FP	LEDGF integ inh	UHRF1 binding
COc1cc(/C=C/C(=O)N(C)CC(=O)Nc2ccccc2SC)cc(OC)c1OC	0.2	-2.5	2.2	-0.6	-1.7	1.1	-1.3	-0.1	-3.4	0.9
Nc1c(-c2n[nH]c(=S)n2-c2ccc(Cl)cc2Cl)cnn1-c1ccccc1	-2.2	1.9	0.1	-3.9	-14.1	-1.5	-3.1	-0.1	5.6	0.8
Cc1cccc(OCC(=O)N2CCN(C(=O)c3ccc([N+](=O)[O-])cc3)CC2)c1	-3.5	-1.9	0.9	2.3	2.1	-0.8	-2.5	-5.0	2.8	-0.8
O=C1OCC(CC2=C(O)C(=O)OC2)=C1O	2.9	0.9	-0.1	1.7	6.9	2.9	3.0	-5.9	0.9	4.2
COc1ccc(CCNC(=O)CN2C(=O)NC3(CCCCC3C)C2=O)cc1 (configuration not stated)	7.8	0.9	-0.6	4.7	-5.2	-2.0	-4.3	-3.9	-5.5	1.4

Next part
TCR CD3 inh,MBD2 DNA inh,KLK7 zymogen act,DDE Tn6 FP inh,TDP2 inh,PRMT1 inh,SIAE primary,Tn7 DDE FP,LEDGF integ inh,UHRF1 binding,smiles
-4.5,4.0,-0.6,-1.8,0.5,-6.9,7.4,-3.3,2.8,-2.3,CCOC(=O)C(CC)Sc1nc(N)c(NC(=O)c2ccc(OC)c(OC)c2)c(=O)[nH]1 (configuration not stated)
5.7,0.7,0.2,8.7,-12.2,-1.7,0.6,5.8,-3.7,-0.3,CC(=O)c1cccc(OCc2cc(C(=O)NCCC3=CCCCC3)no2)c1
5.7,4.6,0.0,3.4,-0.3,-1.0,2.1,-5.0,-1.5,1.6,CCS(=O)(=O)c1ccc2oc(Nc3ccccc3Br)nc2c1
-4.9,-1.1,0.5,2.0,-8.3,-2.0,-0.2,0.8,3.3,3.0,O=c1c2ccccc2ncn1CCOCCOc1ccc([N+](=O)[O-])cc1
-13.7,-2.5,0.0,-5.3,-20.8,-3.2,1.5,-20.1,-2.1,1.5,CCn1c(/C=C/Nc2ccccc2)[n+](CC)c2ccc(C(=O)OCC(F)(F)F)cc21
-6.7,1.4,0.2,5.1,-4.8,-2.2,-3.5,-3.5,0.0,-4.3,COc1cc(C2C(c3ccccc3)C(c3cc(OC)cc(=O)o3)C2c2ccccc2)oc(=O)c1 (configuration not stated)
3.0,-1.6,-0.1,7.0,9.9,1.1,-3.2,-3.0,0.2,0.3,N[C@@H](Cc1ccccc1)C(=O)N1CCOCC1
1.1,-1.1,0.1,4.6,-8.3,-0.1,-5.0,1.6,1.3,2.6,O=c1c(-c2ccccc2)cnc2n1CCS2
6.5,-3.2,-0.3,5.6,-16.2,0.3,-7.3,-0.6,-2.5,-0.3,Cc1ccc(NC(=O)CSc2ncccc2C(=O)Oc2cccc([N+](=O)[O-])c2)cc1Cl
4.5,-2.1,0.6,6.2,1.3,-1.6,2.9,0.4,-4.8,-1.2,O=C(Nc1ccccc1Cl)O/N=C/c1ccncc1
-1.3,0.0,0.5,-0.6,1.5,-1.9,9.8,-1.2,-0.7,0.3,O=C(c1cccc2cccc(O)c12)N1CCCCC1
2.5,-9.2,0.3,-20.3,5.2,-6.7,2.5,0.7,6.3,-1.8,O=C1c2ccc3c4c(ccc(c24)C(=O)N1c1cccc(O)c1)C(=O)N(c1cccc(O)c1)C3=O
-6.3,2.2,0.4,2.9,5.0,3.7,-2.7,5.3,0.9,1.0,CCOc1ccccc1C1C(C(N)=O)=C(C)Nc2nc(-c3cccc(C)c3)nn21 (configuration not stated)
10.2,-6.1,-0.3,-2.6,4.6,-2.6,2.7,-6.0,2.7,-3.8,CC1CCCN(C(=O)Cc2ccc(F)cc2)C1 (configuration not stated)

High-throughput results as filed in PubChem BioAssay.
